Rpn11 block – inhibitors of human proteasome Rpn11 | O00487 | human 26S proteasome, Ub4-pepOG fluorescence polarization; 20S core pre-blocked with epoxomicin | calls only at 20 µM | 360,000 compounds, 0.59% hits | AID 588493;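 active means inhibition at 20 µM, scaled to each plate's controls, above about 33%, limit read from the data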
Target sequence (O00487 whole entry, looked up): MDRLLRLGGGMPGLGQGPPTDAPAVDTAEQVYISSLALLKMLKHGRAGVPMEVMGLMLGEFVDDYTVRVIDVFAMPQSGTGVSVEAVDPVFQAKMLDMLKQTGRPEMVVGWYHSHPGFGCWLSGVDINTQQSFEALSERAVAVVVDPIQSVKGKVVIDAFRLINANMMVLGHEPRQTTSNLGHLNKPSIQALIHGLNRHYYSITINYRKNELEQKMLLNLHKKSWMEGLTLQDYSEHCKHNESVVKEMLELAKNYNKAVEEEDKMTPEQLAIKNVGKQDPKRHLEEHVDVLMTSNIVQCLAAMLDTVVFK
Scp1 inh – blocks human Scp-1 phosphatase activity. Q9GZU7. Recombinant Scp1, phosphopeptide, malachite green phosphate absorbance. inhibition, % at 20 µM. 340,000 compounds, 0.88% hits;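 active means inhibition above about 50% at 20 µM, limit read from the data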;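 further: plate controls were DMSO wells with enzyme for no effect and wells lacking enzyme for full effect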
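Material – SCP-1 phosphatase catalytic domain, residues 76-261 · Buffer or medium – Acidic Tris acetate buffer with magnesium and detergent · Also added – Phospho 17-mer peptide substrate · Compound – single 20 µM dose, 1% DMSO · Times – 45 min room-temperature reaction, 5 min colour, 30 min stabiliser · Technique – Phosphate-binding colour reagent, absorbance read at 630 nm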
CSN deneddyl inh – inhibitors of human CSN-mediated cullin deneddylation; 360,000 compounds, 0.38% hits; Q92905; inhibition, % at 12.5 µM; Purified CSN, SCF-Nedd8-OG deneddylation, fluorescence polarization;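 active means pattern-corrected inhibition above about 35%, with an unprinted fluorescence ratio check between 0.5 and 1.5, limit read from the data, passing the limit was not always enough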;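 further: 0% = enzyme with substrate and 100% = substrate without enzyme; some results filed as inactive read as strong as hits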
Target sequence (Q92905 whole entry, looked up, one chain of several): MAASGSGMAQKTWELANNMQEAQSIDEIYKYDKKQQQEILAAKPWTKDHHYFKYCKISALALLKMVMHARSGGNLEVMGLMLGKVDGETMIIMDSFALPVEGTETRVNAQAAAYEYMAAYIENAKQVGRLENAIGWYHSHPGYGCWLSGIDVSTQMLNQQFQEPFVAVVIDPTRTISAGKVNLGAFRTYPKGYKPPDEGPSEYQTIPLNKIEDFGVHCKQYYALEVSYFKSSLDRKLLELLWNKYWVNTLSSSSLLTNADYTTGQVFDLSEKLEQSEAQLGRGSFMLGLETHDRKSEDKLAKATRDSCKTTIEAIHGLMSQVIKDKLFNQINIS
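Test system: purified human Csn5 enzyme expressed in HEK293T cells. Amount: 0.24 nM enzyme. Reagent: SCFSkp2-Nedd8OG substrate at 10 nM final. Schedule: 90 min incubation of compound, enzyme and substrate at room temperature. Detection: fluorescence polarization. Read-out: % inhibition of substrate cleavage by Csn5.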
Rin1-Abl PPI inh – human Rin1-Abl interaction inhibition; inhibition, % at 7.35 µM; AID 588664; 360,000 compounds, 0.4% hits; P00519+Q13671; TR-FRET Rin1/Abl binding, biochemical; in the data active means inhibition above about 5%, passing the limit was not always enough
NadD block – inhibitors of Staphylococcus aureus NadD | purified NadD enzyme, colorimetric absorbance read-out | inhibition, % at 20 µM | 360,000 compounds, 0.78% hits | AID 602399; in the data active means inhibition above about 26%; further: some compounds past the cut are filed as inactive
LMPTP inh – LMPTP (human) inhibition | recombinant LMPTP-A, OMFP fluorogenic substrate, fluorescence intensity | inhibition, % at 20 µM | 360,000 compounds, 0.22% hits;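 active means compounds that cut the enzyme signal by at least half of the control window in the single-dose screen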;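 further: plate controls were DMSO wells with enzyme plus substrate for no effect and substrate without enzyme for full effect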
Target sequence (P24666 whole entry, looked up): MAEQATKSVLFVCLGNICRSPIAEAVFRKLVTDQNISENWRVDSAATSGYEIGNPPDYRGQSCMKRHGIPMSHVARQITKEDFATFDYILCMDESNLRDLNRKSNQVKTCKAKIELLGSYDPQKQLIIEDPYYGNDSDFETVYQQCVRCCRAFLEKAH
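Material: LMPTP-A; amount: 0.625 nM enzyme; doses: single 20 µM dose; times: reaction 50 min, room temperature, dark; technique: fluorescence intensity of OMFP turnover product; benchmarks: no-enzyme and uninhibited controls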
Neddyl block – inhibitors of human cullin neddylation; calls only at 25 µM; TR-FRET cullin neddylation, biochemical; 360,000 compounds, 0.58% hits; AID 651699; in the data active means inhibition above about 36%
SUMO1-SIM PPI – alters human SUMO1 binding to SIM partners | SUMO1 binding to a labelled peptide, TR-FRET, 1 h | AID 602429 | 360,000 compounds, 0.33% hits | inhibition, % at 20 µM; in the data active means inhibition above about 37%
Target sequence (P63165 whole entry, looked up): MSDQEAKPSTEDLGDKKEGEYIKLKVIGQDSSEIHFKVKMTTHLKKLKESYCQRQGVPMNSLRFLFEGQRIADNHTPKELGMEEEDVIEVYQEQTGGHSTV
DNMT1 inh – DNMT1 (human) enzyme inhibition; P26358; DNMT1 molecular beacon, Hinp1I cleavage, fluorescence; inhibition (reported as % activation of signal), % at 10 µM; 360,000 compounds, 0.83% hits; AID 588458; in the data active means inhibition above about 50%
STEP inh – STEP (human) phosphatase inhibition; P54829; inhibition, % at 20 µM; recombinant STEP, OMFP fluorogenic substrate, fluorescence; 360,000 compounds, 0.25% hits; AID 588621;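 active means inhibition at 20 µM, scaled per plate between control wells, above about 37%, limit read from the data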;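 further: 0% = DMSO with enzyme and substrate and 100% = substrate only without enzyme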
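System: STEP (striatal-enriched tyrosine phosphatase) enzyme, cell-free; medium: Bis-Tris pH 6.0 buffer with DTT, detergent; dosing: 20 µM, 1% DMSO; times: reaction 20 min, ambient temperature; detection: fluorescence, 480/540 nm; read-out basis: normalized % inhibition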
* = called active by the depositor; i = inactive; x = no result given; + = active, no number.

The line under a structure holds: Rpn11 block, CSN deneddyl inh, DNMT1 inh, NadD block, Rin1-Abl PPI inh, STEP inh, LMPTP inh, Neddyl block, Scp1 inh, SUMO1-SIM PPI
COc1cc(C)ccc1OC(C)C(=O)Nc1ccc(N2CCCCC2)cc1 (stereo not given)
  i, 1, -3, -4, 0, 2, 0.7, i, 10, 0
CCN(CC(=O)Nc1ccccc1C(F)(F)F)C(=O)c1ccc(N2CCCC2=O)cc1
  i, -3, 2, -1, 0, -3, -1.2, i, -5, -2
O=C(COC(=O)CCc1ccc(S(=O)(=O)N2CCOCC2)cc1)NC(=O)NC1CCCCC1
  i, 2, -2, -1, 2, 0, 0.9, i, -10, 3
COc1ccc(CN2CCNC(=O)C2CC(=O)NC2Cc3ccccc3C2)c(OC)c1 (stereo not given)
  i, -2, -6, 2, 1, 1, 0.1, i, -6, 2
COc1ccc(-c2nc(CN3CCC(C(=O)NCC4CCCO4)CC3)c(C)o2)cc1OC (stereo not given)
  i, 0, 2, -4, -3, -2, -0.9, i, -6, 10
O=C(O)c1cc(=O)[nH]c2ccccc12
  i, -4, 2, 5, -1, -3, -5.7, i, 1, 1
O=C(O)CCCC(=O)Nc1ccc(C(=O)NCc2cccnc2)cc1
  i, -5, 4, 3, 0, -3, -0.2, i, -4, -3
COc1cc(/C=N/NC(=O)c2cccc([N+](=O)[O-])c2)ccc1OCc1ccccc1
  i, 2, 1, 14, 3, -6, 0.6, i, -3, -3
O=C(NC(=S)Nc1ccccc1Cl)C1CC1
  i, 0, 0, -7, -2, -2, -0.5, i, 7, -2
CCOC(=O)C1(CCCc2ccccc2)CCN(C(=O)c2ccoc2)CC1
  i, 0, 0, -1, 1, 2, 1.0, i, -5, -1
Nc1cc(-c2ccccc2)nn1S(=O)(=O)c1ccc(F)cc1
  i, 0, -6, -3, 0, 0, 1.0, i, -19, 4
CN(CCc1ccccc1)C(=O)c1cccc(NC(=O)Cc2cccc(NC(=O)C3CCCN(C(=O)C4CC4)C3)c2)c1 (stereo not given)
  i, 4, 0, 9, -3, 2, 0.5, i, -12, -3
O=C(NCc1ccc2c(c1)OCO2)c1cccc([N+](=O)[O-])c1
  i, -1, 2, 3, 1, -3, -2.3, i, -2, -23
COc1ccc(F)cc1CN1CCN(CC(=O)Nc2ccccc2C(=O)NC2CC2)CC1
  i, 0, 0, -10, 1, -3, -0.5, i, -5, 0
COc1ccc(-c2[nH]ncc2-c2nc(C)cs2)c(O)c1
  i, -7, -1, -4, 0, 0, -1.1, i, -2, 3
O=C(CNC(=O)c1ccc(Br)o1)NC1CCCCCC1
  i, 1, 0, 0, -2, 0, 0.1, i, -3, -2
O=C(Nc1ccc(Cl)cc1C(=O)Nc1ccccn1)c1ccco1
  i, 4, 15, 2, 1, -4, 1.5, i, -5, -2
CC(C)(C)N1CC23CCC(C[C@@H]2C1=O)O3 (stereo not given in full)
  i, 4, 7, 1, 0, 0, -0.6, i, -5, 3
CCOC(=O)C1=C(c2ccccc2)NC(=O)NC1c1cc(Cl)c(O)c(OC)c1 (stereo not given)
  i, 2, -3, 0, -3, -1, -0.8, i, -5, 0
CCOC(=O)c1[nH]c2ccccc2c1NC(=O)COC
  i, 2, -2, -4, 1, 0, -0.9, i, -13, 1
Cc1ccccc1/C=C\c1nc2ccccc2c(=O)[nH]1
  i, 13, 17, -7, 1, 2, 2.0, x, 1, -3
Cc1ccc(S(=O)(=O)N(CCC(=O)Nc2ccc(OC(F)(F)F)cc2)c2ccccc2)cc1
  i, -4, -6, -5, -5, -2, 3.8, i, -5, 2
Cc1ccc(P(=O)(OCCN2CCOCC2)C(C)(C)C)o1 (stereo not given)
  i, 1, 1, 3, 0, -6, -1.5, i, -10, -1
COc1cc(C2C(C#N)=C(N)Oc3c2c(-c2ccccc2)nn3-c2ccccc2)cc(OC)c1OC (stereo not given)
  i, -2, -12, 8, 0, -4, 1.9, i, -17, -4
CC(C)C(c1nnnn1CCc1ccccc1)N1CCSCC1 (stereo not given)
  i, 3, 2, 8, 2, -3, -0.1, i, -1, -1
CCn1c(SCC(=O)Nc2ccc3c(c2)OCCO3)nnc1-c1cccs1
  i, -5, 1, 4, 2, 0, -0.7, i, -2, 1
COC1=CC(=O)OC(c2cccc(C(F)(F)F)c2)C1 (stereo not given)
  x, -3, x, x, x, x, 0.0, i, x, 3
CC(=O)NCCc1nc2cc(NC(=O)c3ccccc3C)ccc2n1C
  i, 1, 0, 5, 0, 3, -1.3, i, -2, 1
O=C(CCc1nc(-c2ccccc2F)no1)NCCc1ccccc1Cl
  i, 0, -9, -5, -2, 4, 0.0, i, -13, 2
Cc1ccccc1CCNC(=O)c1ccc(Cl)c(S(=O)(=O)N2CC(C)OC(C)C2)c1 (stereo not given)
  i, -2, 6, 1, -1, 0, 1.3, i, 0, 0
COc1ccc(C)cc1NC(=O)CN1CCN(S(=O)(=O)c2ccc(Br)cc2)CC1
  i, 0, 0, 5, 0, 0, 1.7, i, 5, -2
O=C(CN1C(=O)S/C(=C\c2ccc(-c3cc(C(=O)O)ccc3Cl)o2)C1=O)Nc1ccc2c(c1)OCO2
  +, 18, 97*, 53*, 4, 90*, 74*, i, x, 114*
NC(=O)NCc1ccccc1Cl
  i, -9, 1, -3, 1, 0, -1.4, i, -6, 0
CC(C)OC(=O)Cc1nc2sc(-c3ccccc3)cc2c(=O)[nH]1
  x, 4, -10, -6, 0, 0, 0.9, i, -7, -18
CCN(CC)C(=O)c1cccc(-c2csc(C(C)(O)c3cccc(F)c3)n2)c1 (stereo not given)
  i, 3, 2, -2, -3, -1, 0.5, i, x, 0
COc1ccc(C(=O)NCc2ccccc2C)cc1S(=O)(=O)NC1CCCC1
  i, 0, 0, 1, 1, 3, -0.9, i, -8, 0
Cc1ccc(CSc2nc3nc(C)cc(C)c3c(=O)[nH]2)cc1
  i, 0, -3, 2, -3, 0, -0.8, i, -1, 6
N/C(=N\OC(=O)Cc1ccc([N+](=O)[O-])cc1)c1ccccn1
  i, 2, -5, 2, 2, 0, -2.6, i, 2, -15
N#CCC(=O)Nc1ccc(C(=O)OCC(=O)NNC(=O)c2cccs2)cc1
  i, 10, 0, -1, 0, -2, 2.3, i, 2, 11
Cc1cc(N2CCN(c3ccccc3)CC2)nc2ccccc12
  i, -1, -1, -10, 4, 2, 2.6, i, -4, -1

Five compounds picked at random from the list so far:
The line under a structure holds: Rpn11 block, CSN deneddyl inh, DNMT1 inh, NadD block, Rin1-Abl PPI inh, STEP inh, LMPTP inh, Neddyl block, Scp1 inh, SUMO1-SIM PPI
N#CCC(=O)Nc1ccc(C(=O)OCC(=O)NNC(=O)c2cccs2)cc1
  i, 10, 0, -1, 0, -2, 2.3, i, 2, 11
Cc1ccc(CSc2nc3nc(C)cc(C)c3c(=O)[nH]2)cc1
  i, 0, -3, 2, -3, 0, -0.8, i, -1, 6
CCn1c(SCC(=O)Nc2ccc3c(c2)OCCO3)nnc1-c1cccs1
  i, -5, 1, 4, 2, 0, -0.7, i, -2, 1
N/C(=N\OC(=O)Cc1ccc([N+](=O)[O-])cc1)c1ccccn1
  i, 2, -5, 2, 2, 0, -2.6, i, 2, -15
CCN(CC)C(=O)c1cccc(-c2csc(C(C)(O)c3cccc(F)c3)n2)c1 (stereo not given)
  i, 3, 2, -2, -3, -1, 0.5, i, x, 0

Among those listed so far, these have a nitro group on carbon:
The line under a structure holds: Rpn11 block, CSN deneddyl inh, DNMT1 inh, NadD block, Rin1-Abl PPI inh, STEP inh, LMPTP inh, Neddyl block, Scp1 inh, SUMO1-SIM PPI
COc1cc(/C=N/NC(=O)c2cccc([N+](=O)[O-])c2)ccc1OCc1ccccc1
  i, 2, 1, 14, 3, -6, 0.6, i, -3, -3
O=C(NCc1ccc2c(c1)OCO2)c1cccc([N+](=O)[O-])c1
  i, -1, 2, 3, 1, -3, -2.3, i, -2, -23
N/C(=N\OC(=O)Cc1ccc([N+](=O)[O-])cc1)c1ccccn1
  i, 2, -5, 2, 2, 0, -2.6, i, 2, -15

Next section.
The line under a structure holds: Rpn11 block, CSN deneddyl inh, DNMT1 inh, NadD block, Rin1-Abl PPI inh, STEP inh, LMPTP inh, Neddyl block, Scp1 inh, SUMO1-SIM PPI
O=[N+]([O-])c1ccccc1S(=O)(=O)NCCc1ccncc1
  i, -19, -1, 1, 0, -2, -2.6, i, -1, -7
COc1ccc(C(=O)/C=C/c2ccc(OC)c(COc3ccc(F)cc3)c2)cc1
  i, 4, 1, -4, 2, 0, 3.7, i, -16, -2
CCOc1ccc(NC(C)=O)cc1N
  i, 3, -2, 7, 2, 0, -1.7, i, -3, 2
CCN(CC)c1nc(Oc2ccc(=O)[nH]n2)nc(N2CCOCC2)n1
  i, -10, -1, -1, 3, -4, -1.0, i, -3, 0
COc1ccc(CN2C(=O)C(CC(=O)NCc3cccs3)CC(C(=O)N3CCOCC3)=C2C)cc1 (stereo not given)
  i, 0, 6, -1, 6, -5, -0.1, i, x, 1
O=C(CSc1ccc(-c2ccccn2)nn1)NC1CCCC1
  i, 5, 2, -5, -2, 3, -1.8, i, -11, -1
O=C(NCc1ccccn1)c1cc2cc(Br)ccc2oc1=O
  i, 1, 1, 0, -3, 1, -0.5, i, -5, -27
COc1cccc(-c2nn(-c3ccc(C)cc3)cc2C(=O)N(C)CC(=O)Nc2cccc(F)c2)c1
  i, -1, -3, -6, -1, 0, 3.1, i, -9, 9
O=C(Nc1ccc(F)cc1)c1ccc2ncsc2c1
  i, 3, -4, -4, 2, 0, 1.2, i, -4, 3
Cc1ccc(S(=O)(=O)N2CCN(CC(O)c3ccccc3)CC2)cc1C (stereo not given)
  i, 5, -2, -3, 2, -3, 0.5, i, 4, -1
COc1ccc(NC(=O)N(C)[C@H]2C[C@H]3c4[nH]c5ccccc5c4CCN3C(=O)[C@H]2[C@H](C)O)cc1
  i, -3, -4, 5, -2, 1, -0.7, x, x, -6
COc1ccc(C(=O)Nc2ccc(/C(C)=N/NC(=O)c3ccccc3O)cc2)cc1OC
  i, -2, 2, 0, -3, -1, 0.0, i, -8, 0
Cc1c(-c2cccs2)[n+](=O)c2c(n1[O-])CCC2
  i, 3, 0, 0, -1, 1, -0.4, i, 6, -4
Cc1ccccc1/C=N/NC(=O)Cn1nnc(N)n1
  i, -1, 2, -2, 3, 2, -1.1, i, -2, -5
COc1ccc(-c2csc(NC(=O)CSC(C)C(=O)Nc3cc(C)on3)n2)cc1OC (stereo not given)
  i, 1, -1, 2, 3, 0, -3.8, i, -1, 0
CCN(CC)CCCNc1oc(-c2ccc(OC)c(OC)c2)nc1C#N
  i, 0, -1, -1, -2, 0, -2.2, x, 0, -4

High-throughput results: PubChem, several laboratories
